Assay outcomes from PubChem BioAssay.
NR2E3 ag-1 – inhibitors of NR2E3-RetCOR corepressor binding, primary screen, NR2E3 agonist project, biochemical, TR-FRET, GST-NR2E3, biotin-RetCOR | AID 2300, 2010 | inhibition of corepressor binding, % at 4.78 µM | Photoreceptor-specific nuclear receptor (Homo sapiens), Q9Y5X4 | 1536-well | 0.12% of 320,000 active;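 active = percent inhibition above the cutoff of mean plus 3 SD of all tested compounds, set per screening campaign, cut at about 20% in these data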;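 note: 0% = DMSO wells and 100% = biotin wells as full block of FRET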
Target sequence (Q9Y5X4 whole entry, looked up): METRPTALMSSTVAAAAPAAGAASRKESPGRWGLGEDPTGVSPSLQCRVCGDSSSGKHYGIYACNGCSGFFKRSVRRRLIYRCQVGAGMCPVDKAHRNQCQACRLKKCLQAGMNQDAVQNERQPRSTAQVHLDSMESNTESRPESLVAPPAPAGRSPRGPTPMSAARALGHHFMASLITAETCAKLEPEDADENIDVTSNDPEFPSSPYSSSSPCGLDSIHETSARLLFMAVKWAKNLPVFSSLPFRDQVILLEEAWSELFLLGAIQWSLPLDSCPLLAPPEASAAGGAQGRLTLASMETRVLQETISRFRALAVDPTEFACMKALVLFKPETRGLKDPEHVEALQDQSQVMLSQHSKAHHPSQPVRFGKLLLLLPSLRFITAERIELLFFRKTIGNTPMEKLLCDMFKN
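Material: NR2E3–RetCOR corepressor complex / Incubation: Compound–protein incubation for 5 h at 4 °C / Dosing: compound at 4.8 µM, single dose / Detection: time-resolved FRET / Benchmarks: high control biotin, low control 0.6% DMSO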
Peg3 promoter – Peg3 promoter-driven luciferase inhibitors, primary screen, cell-based, HeLa, luciferase luminescence; HeLa PEG-Prom luciferase reporter, overnight; inhibition, % at 20 µM; 1.7% of 360,000 active;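 active = inhibition of at least 50% at 20 µM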
KKLEB cytotox – cytotoxicity in KKLEB CF airway cells, primary screen, cytotoxicity control for CF NF-kB inhibitor project, cell-based, uHTS, fluorescence assay plates | KKLEB CF airway cells viability, ATPlite luminescence, overnight; hits give low values; cells stimulated with P. aeruginosa culture filtrate | AID 602141, 2011 | 0.36% of 360,000 active | activity change (cytotoxicity), % at 5 µM;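 active = corrected activity change at or below -50% at 5 µM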
CF NFkB block – inhibitors of PAF-induced NF-kB signaling, primary screen, cell-based, GFP fluorescence, uHTS | 0.86% of 360,000 active | inhibition, % at 5 µM | KKLEB NF-kB-GFP reporter, GFP fluorescence overnight;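 active = at least 50% inhibition at 5 µM, scaled per plate between neutral and stimulator controls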;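 note: PAF is a Pseudomonas aeruginosa culture filtrate used as stimulus; plate controls were PAF-stimulated DMSO wells for no effect and unstimulated DMSO wells for full effect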
HIF-2a inh – HIF-2a reporter inhibitors, primary screen, luminescence, 786-0 RCC cells. 786-0 RCC cells HIF-2a reporter, luciferase luminescence, overnight. inhibition, % at 18.8 µM. 0.72% of 360,000 active;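 active = inhibition of the luminescence signal of 40% or more relative to plate controls, in a single-dose primary screen at 18.75 µM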
TWEAK Fn14 block – inhibitors of TWEAK-Fn14 signaling, primary screen, luciferase reporter cells, uHTS; TWEAK-stimulated Fn14 reporter cells, luciferase luminescence, 8 h; inhibition, % at 10 µM; 2% of 360,000 active; in the data active = inhibition above about 50%
NR2E3 ag-2 – NR2E3 agonists in two-hybrid cells, primary screen, cell-based, luminescence, CHO-S, Gal4-NCOR/VP16-NR2E3 | Photoreceptor-specific nuclear receptor (Homo sapiens), Q9Y5X4 | luciferase | inhibition of corepressor binding, % at 3.98 µM | 0.35% of 360,000 active | AID 602229, 2012;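 active = inhibition above the mean of all tested compounds plus 3 SD, cut at about 70% in these data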;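 note: 0% = DMSO with NR2E3 transfected cells and 100% = cells lacking NR2E3 construct; higher means lower luciferase signal from less NR2E3 corepressor binding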
aDG glyco up – activators of alpha-DG glycosylation, primary screen, uHTS, Pro5-aDG cells, AlphaScreen. 0.22% of 360,000 active. AID 624168, 2012. activation, % at 10 µM. alpha-DG glycosylation AlphaScreen (IIH6); 0% Pro5, 100% B10-LARGE cell signal;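 active = activation of at least 8% versus controls, or a plate z-score of at least 8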;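 note: Pro5 are CHO cells carrying HIG-tagged alpha-DG that lacks glycosylation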
Shn3 inh set2 – reduction of Shn3 3'UTR firefly luciferase signal, primary screen, Schnurri-3 inhibitor project, cell-based, Clone20 osteoblasts, set 2; Clone20 osteoblast Shn3 3'UTR firefly luciferase, 24 h; inhibition, % at 12.5 µM; 0.52% of 360,000 active;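 active = mean inhibition of at least 75% with every replicate also reaching 75%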;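 note: 0% = median of neutral control wells and 100% = pilot-screen positive control compound; some compounds past the cut are filed as inactive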
MITF TRPM1 inh – inhibitors of MITF-dependent TRPM1 promoter reporter, primary screen, cell-based, SK-MEL-5, single point, luciferase; SK-MEL-5 TRPM1 promoter luciferase, 24 h; inhibition, % at 12.5 µM; 0.83% of 330,000 active; AID 488899, 2010;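 active = mean inhibition across replicates of 60% or more, whatever share of single replicates reaches that level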; note: values of inactives mirror those of a sister screen read the other way
hiPSC survival – enhancers of single-cell hiPSC survival, primary screen, ATPlite luminescence. AID 602274, 2012. 0.044% of 360,000 active. 100% = ROCK inhibitor wells, 0% = DMSO. survival enhancement, % at 20 µM; in the data active = survival enhancement above about 18%;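 note: cells exposed to compounds for 16 hours before the ATP read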
Active calls of the source: *; . = no result given.

SMILES	NR2E3 ag-1	Peg3 promoter	KKLEB cytotox	CF NFkB block	HIF-2a inh	TWEAK Fn14 block	NR2E3 ag-2	aDG glyco up	Shn3 inh set2	MITF TRPM1 inh	hiPSC survival
Cc1cc2cc(CNC(=O)NC3CCCCC3)ccc2n1C	3	9	-5	4	-7	28	-7	-0.3	6	5	-0.6
CCOC(=O)CSc1nc2cc(C)cc(C)c2cc1C#N	-1	-230	7	-22	-202	-5	-2	0.2	-46	-39	3.0
Nc1nc(SCc2ccccc2)c2ncn(C3CCCCC3)c2n1	.	-177	-6	2	-243	23	-22	0.2	-20	-48	-0.5
CC1CCCC(NC(=O)COC(=O)c2ccccc2[N+](=O)[O-])C1C (centres undefined)	-1	-106	-3	13	-7	-22	-11	0.4	-11	-38	0.1
COc1ccc(/C=C2\SC(=O)N(CCCC(=O)Nc3ccc(C(=O)O)cc3)C2=O)cc1	.	44	5	10	85*	83*	88*	0.1	74	.	-1.8
Cc1cc(C)cc(-n2ccn(CC(=O)NCCc3ccccc3)c(=O)c2=O)c1	0	9	-5	6	6	5	-8	-0.4	-32	0	0.9
CC(C)C[C@@H](CN)NC(=O)c1nc[nH]c1C(=O)N[C@@H](CC(C)C)C(=O)CNC[C@H](C)NC(=O)c1nc[nH]c1C(=O)N[C@@H](C)C(=O)O	.	-5	2	-2	9	6	-26	-0.4	-8	3	-0.4
CCN(CC(=O)Nc1cc(Cl)ccc1C)C(=O)Cn1c(=O)cnc2ccccc21	1	-9	1	-10	1	-2	-18	0.0	1	0	0.1
CCCCNC(=O)C1CCCN(S(=O)(=O)CC)C1 (centres undefined)	0	19	-5	8	13	-1	-8	-0.3	-1	2	-0.4
Cc1ccnc(SCc2cc(=O)c(OC(=O)c3ccc(Cl)c([N+](=O)[O-])c3)co2)n1	-3	27	9	4	3	6	-28	-0.1	-12	10	0.9
Cn1nccc1-c1cc(Cl)cc(Cl)c1O	0	-7	-1	1	0	-19	0	0.0	-34	-1	-0.8
O=C(COc1ccccc1[N+](=O)[O-])N/N=C/c1ccc(O)c([N+](=O)[O-])c1	0	4	1	14	2	5	-51	0.2	-7	8	0.0
C[n+]1c2n(c3ccccc31)N=C(c1ccc(Cl)cc1)CS2	0	17	-4	-13	15	-99	-20	-0.3	15	61*	-0.2
O=C(O)c1sc2ncccc2c1OCc1ccccc1	0	25	13	-26	13	-22	11	-0.4	17	7	0.8
COC(=O)COc1ccc(S(=O)(=O)NCc2ccco2)cc1	3	8	2	5	6	-17	14	0.0	4	4	-2.9

Compounds from the list above containing an aryl thioether with sulfur outside any ring (three):
SMILES	NR2E3 ag-1	Peg3 promoter	KKLEB cytotox	CF NFkB block	HIF-2a inh	TWEAK Fn14 block	NR2E3 ag-2	aDG glyco up	Shn3 inh set2	MITF TRPM1 inh	hiPSC survival
CCOC(=O)CSc1nc2cc(C)cc(C)c2cc1C#N	-1	-230	7	-22	-202	-5	-2	0.2	-46	-39	3.0
Nc1nc(SCc2ccccc2)c2ncn(C3CCCCC3)c2n1	.	-177	-6	2	-243	23	-22	0.2	-20	-48	-0.5
Cc1ccnc(SCc2cc(=O)c(OC(=O)c3ccc(Cl)c([N+](=O)[O-])c3)co2)n1	-3	27	9	4	3	6	-28	-0.1	-12	10	0.9

(listing goes on)
SMILES	NR2E3 ag-1	Peg3 promoter	KKLEB cytotox	CF NFkB block	HIF-2a inh	TWEAK Fn14 block	NR2E3 ag-2	aDG glyco up	Shn3 inh set2	MITF TRPM1 inh	hiPSC survival
CCN(CC(=O)NC(C)C)C(=O)c1cc(S(=O)(=O)N2CCCCC2)ccc1N1CCCCC1	.	-1	2	-8	12	-14	-6	0.2	19	-5	4.5
CNc1nc(NCc2ccccc2)c2sccc2n1	.	-25	-6	-24	-34	-53	2	1.2	8	.	-1.1
BrC(=C\c1ccccc1)/C=N/n1cnnc1	.	111*	-10	58*	61*	72*	52	-0.7	52	83*	-3.0
Cc1cc(SCC(=O)c2ccc3c(c2)OCO3)nc2ccccc12	-2	-22	11	-13	-108	-24	-17	0.2	-24	-20	-2.2
O=C(CN1C(=O)NC(c2ccccc2)(c2ccccc2)C1=O)NCc1ccco1	.	-16	-12	21	-13	12	-9	0.2	6	-5	2.5
C=CCN(CC=C)Cc1c(O)ccc2c(=O)c(-c3ccccc3)coc12	4	10	9	-26	11	6	10	0.1	0	-8	0.5
CCC(C)c1ccccc1OCC(=O)NN1C(=O)c2ccccc2C1=O (centres undefined)	3	0	0	8	19	5	-17	-0.2	-3	8	-0.5
CN(CC(=O)Nc1ccccc1Br)C(=O)c1cc(S(=O)(=O)N(C)C)ccc1N1CCCC1	0	18	-9	25	24	10	11	-0.2	-6	8	0.0
O=C(COc1ccccc1F)NCC(c1ccc(F)cc1)N1CCOCC1 (centres undefined)	5	9	11	-7	-4	0	9	0.1	1	-5	-0.5
O=C(O)c1ccc(NC(CSCc2ccccc2F)C(=O)O)c([N+](=O)[O-])c1 (centres undefined)	-1	10	2	4	14	-13	-30	-0.1	0	-14	0.1
Cc1cc(NC(=O)Nc2cccc(Cl)c2)n(-c2ccccc2)n1	-1	11	-12	0	19	-17	22	0.0	-11	6	-0.7
Cc1cc[n+]2c3c(cccc13)CCC2	0	-4	5	-8	8	-14	-8	-0.1	-15	-8	-2.2
C[C@@H]1CN([C@@H](C)CO)C(=O)c2cc(C#CC3CCCCC3)cnc2O[C@@H]1CN(C)S(=O)(=O)c1ccc(F)cc1	.	43	-4	0	-17	3	-12	0.2	-1	.	0.6
COCCOc1ccc(C(F)(F)F)cc1NC(=O)COC(=O)c1cc([N+](=O)[O-])ccc1N1CCOCC1	1	-11	-14	2	13	-15	-7	0.0	3	5	0.0
C/C(=N/NC(=O)CNC(=O)Cc1ccccc1)c1ccco1	3	5	-1	-10	17	-6	-24	0.0	-11	-6	0.4
O=C(CNC(=O)c1ccc2c(c1)OCO2)Nc1cccc(Br)c1	1	-21	16	-15	-17	-2	-20	-0.2	-1	3	4.4
CCN(CC)CCN(C)C(c1ccnc2ccccc12)c1nnnn1-c1ccc2c(c1)OCCO2 (centres undefined)	.	.	.	.	7	30	5	0.4	.	.	0.9
Cc1ccc(S(=O)(=O)N2CCN(C(=O)C3CCN(C(=O)c4ccc(F)cc4)CC3)CC2)c(C)c1	-1	20	10	-6	18	-7	25	4.6	47	6	-0.6
CCn1c(O)c(N=NC(=O)c2cccs2)c2ccccc21	0	-105	-4	-31	-241	0	-51	0.1	-13	-35	-0.6
O=C(c1ccco1)N1CCN(c2nc3ccccc3n3nnnc23)CC1	1	-144	6	2	-150	1	-49	0.2	-14	6	-2.4
Nc1nc2n(n1)C(c1cccs1)CC(c1ccc(F)cc1)N2 (centres undefined)	0	7	13	7	5	7	13	-0.2	-13	1	1.3
O=C(NNC(=O)c1ccccc1OCc1ccc(F)cc1)c1ccccc1O	.	-5	3	-19	-75	0	-7	0.7	65	27	0.8
O=C(NCc1ccc(Cl)cc1)C(=O)c1cn(CC(=O)N2CCOCC2)c2ccccc12	-1	-19	5	-7	-32	-17	-3	-0.1	-22	-10	-0.2
N/C(=N\O)c1ccc(NC(=O)c2cccs2)cc1	3	-155	7	-1	-188	0	-63	0.1	7	-55	-1.6
CC(=O)c1ccc(OC(=O)c2ccc(-n3nc(C)cc3C)cc2)cc1	4	8	-4	13	16	5	-14	0.0	-7	-12	0.1
COc1ccc(Nc2ncnc3c2cnn3Cc2ccccc2)cc1	-5	-7	10	-5	-69	1	11	0.2	8	-1	1.0
COc1ccc(NC(=O)C2(N(C(=O)Cn3nnnc3N)c3ccc(OC)cc3)CCCCC2)cc1	-2	-7	6	6	-3	-8	-10	0.4	0	7	-0.6
Cc1csc(NC(=O)c2ccc(C)c([N+](=O)[O-])c2)n1	5	-141	2	-32	-106	68*	-179	-0.1	0	-7	-2.1
COc1ccc2c(=O)c(C(=O)O)c(-c3ccc4c(c3)OCO4)n(C)c2c1	-1	17	8	14	14	-5	-14	-0.1	-21	-7	2.2
Cc1ccc(C(NC(=O)Nc2ccccn2)C(Cl)(Cl)Cl)cc1F (centres undefined)	1	22	-13	18	20	2	-4	0.3	8	10	0.3
O=c1c2cc(F)ccc2sn1-c1ccc(F)cc1	1	-95	2	17	-94	4	46	0.7	-19	-4	-2.0
CCNC(=S)NCc1ccc(OC)c(OC)c1	2	3	11	-2	9	-4	-15	-0.2	-3	3	0.7
COc1ccc(C2=NOC(Cn3nc(-c4ccccc4)cc3C(=O)NCc3cccc(Br)c3)C2)cc1 (centres undefined)	.	0	5	-16	-1	2	-12	-0.1	24	0	-2.1
CCC1(c2ccccc2)NC(=O)N(CC(=O)NNC(=O)c2ccc(F)cc2)C1=O (centres undefined)	.	-5	10	-14	8	10	-6	-0.2	-8	-5	0.6
CC(C)CN(C(=O)CN1C(=O)NC(c2ccccc2)(c2ccccc2)C1=O)C1CCS(=O)(=O)C1 (centres undefined)	2	0	18	-45	2	4	-8	0.1	1	4	0.7
COCCn1c(N)c(C(=O)c2cccc(S(=O)(=O)N3CCCCCC3)c2)c(=O)[nH]c1=O	0	17	11	6	13	11	11	0.1	24	2	-0.1
CC1Sc2ccc(S(=O)(=O)CCC(=O)N3CCCC3)cc2NC1=O (centres undefined)	-2	22	-12	4	-1	-1	5	-0.1	10	0	1.0
Clc1ccc(SCCCCN2CCOCC2)cc1	-4	-11	-5	16	-17	17	24	0.3	8	0	-0.1
COc1cccc(NC(=O)COC(=O)Cc2ccccc2[N+](=O)[O-])c1	-2	3	12	2	17	-20	3	1.0	-2	-19	0.0
O=C(CSc1nn(-c2ccc(F)cc2)c(=S)s1)NC(=O)NCc1ccco1	4	-239	-2	7	-7	6	-9	0.0	-44	-6	0.1
COC(=O)c1ccc(OC)c(-c2c(OC)cc(OC)cc2OC)c1	3	-15	-2	-12	11	10	-14	-0.3	2	-1	-0.4
Cc1ccc(S(=O)(=O)NCCC(=O)NC2CCCCC2)cc1	.	4	8	-23	7	-8	3	-0.3	-12	6	-1.2
Cc1nc2ccccc2c(=O)n1-c1ccc(F)c(NS(=O)(=O)c2ccccc2F)c1	-3	4	4	-12	10	14	13	0.3	3	7	-0.2
O=C(CN1C(=O)COc2ccccc21)N(CCCN1CCOCC1)CC1CC=CCC1 (centres undefined)	-4	15	5	6	-3	-18	-10	-0.1	-1	-6	-3.2
Cc1ccccc1C(=O)NC(CC(C)C)C(=O)Nc1ccc(S(N)(=O)=O)cc1 (centres undefined)	2	13	-3	5	25	12	-4	0.1	-11	2	-0.3
c1ccc2[nH]c(N3CCOCC3)nc2c1	-2	9	7	-1	15	18	4	-0.1	28	-2	-3.6
